HIF-2a inh – HIF-2a inhibition. hit rate 0.72% among 360,000. inhibition, % at 18.8 µM. 786-0 RCC cells HIF-2a reporter, luciferase luminescence, overnight;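 active = inhibition of the luminescence signal of 40% or more relative to plate controls, in a single-dose primary screen at 18.75 µM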
TRAIL sens C8 – sensitizes caspase-8 expressing cells to TRAIL; NB7+C8 cells + TRAIL, ATPlite viability luminescence; inhibition (viability loss, TRAIL sensitization), % at 10 µM; hit rate 1% among 360,000; AID 624354;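 active = compounds causing at least 50% loss of cell viability in the single-dose screen, relative to plate controls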
TROY NFkB inh – blocks TROY-dependent signaling in reporter cells; Q293 LMP1-TROYcd NF-kB luciferase reporter, 4 h; inhibition, % at 10 µM; hit rate 0.98% among 360,000;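 active = compounds whose plate-normalised and pattern-corrected inhibition of the luciferase reporter signal at the single screening dose is 50% or more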
Peg3 promoter – Peg3 promoter activity inhibition. HeLa PEG-Prom luciferase reporter, luminescence, overnight. inhibition, % at 20 µM. hit rate 1.7% among 360,000;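 active = inhibition of at least 50% at 20 µM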
KKLEB tox – counter-screen for CF NF-kB inhibitors: cytotoxicity | KKLEB CF airway cells viability, ATPlite luminescence, overnight; hits give low values; cells stimulated with P. aeruginosa culture filtrate | activity change (cytotoxicity), % at 5 µM | hit rate 0.36% among 360,000 | AID 602141;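 active = corrected activity change at or below -50% at 5 µM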
Shn3 3UTR inh – Schnurri-3 reporter inhibition in Clone20 osteoblasts | inhibition, % at 12.5 µM | Clone20 osteoblast Shn3 3'UTR firefly luciferase, 24 h | hit rate 0.52% among 360,000;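 active = mean inhibition of at least 75% with every replicate also reaching 75%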;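 note: 0% = median of neutral control wells and 100% = pilot-screen positive control compound; some compounds past the cut are filed as inactive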
CF NFkB inh – cystic fibrosis NF-kB activation inhibition. KKLEB NF-kB-GFP reporter, PAF-induced, GFP fluorescence overnight. AID 588850. inhibition, % at 5 µM. hit rate 0.86% among 360,000;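 active = at least 50% inhibition at 5 µM, scaled per plate between neutral and stimulator controls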;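 note: PAF is a Pseudomonas aeruginosa culture filtrate used as stimulus; plate controls were PAF-stimulated DMSO wells for no effect and unstimulated DMSO wells for full effect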
TWEAK Fn14 block – TWEAK-Fn14 signaling inhibition; TWEAK-stimulated Fn14 reporter cells, luciferase luminescence, 8 h; inhibition, % at 10 µM; hit rate 2% among 360,000; AID 1159606; in the data active = inhibition above about 50%
NR2E3 ag-1 – human photoreceptor-specific nuclear receptor agonism | AID 602229 | CHO-S Gal4-NCOR/VP16-NR2E3 two-hybrid, luciferase | hit rate 0.35% among 360,000 | inhibition of corepressor binding, % at 3.98 µM | Q9Y5X4;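 active = inhibition above the mean of all tested compounds plus 3 SD, cut at about 70% in these data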;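 note: 0% = DMSO with NR2E3 transfected cells and 100% = cells lacking NR2E3 construct; higher means lower luciferase signal from less NR2E3 corepressor binding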
Target sequence (Q9Y5X4 whole entry, looked up, the tested form may be a part): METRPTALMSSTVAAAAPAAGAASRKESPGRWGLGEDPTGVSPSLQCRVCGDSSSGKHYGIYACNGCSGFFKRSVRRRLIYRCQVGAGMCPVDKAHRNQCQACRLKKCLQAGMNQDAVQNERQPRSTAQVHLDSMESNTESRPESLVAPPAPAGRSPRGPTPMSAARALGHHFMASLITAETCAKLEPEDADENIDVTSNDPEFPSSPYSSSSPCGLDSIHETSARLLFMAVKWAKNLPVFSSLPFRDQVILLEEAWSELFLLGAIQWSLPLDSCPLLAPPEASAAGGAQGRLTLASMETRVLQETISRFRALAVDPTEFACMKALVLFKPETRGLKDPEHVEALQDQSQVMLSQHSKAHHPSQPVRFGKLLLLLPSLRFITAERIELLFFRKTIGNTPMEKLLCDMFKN
NR2E3 ag-2 – agonists of human nuclear receptor NR2E3; Q9Y5X4; GST-NR2E3/biotin-RetCOR TR-FRET, 1536-well; inhibition of corepressor binding, % at 4.78 µM; hit rate 0.12% among 320,000; AID 2300;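 active = percent inhibition above the cutoff of mean plus 3 SD of all tested compounds, set per screening campaign, cut at about 20% in these data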;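 note: 0% = DMSO wells and 100% = biotin wells as full block of FRET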
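Assay system: NR2E3–RetCOR corepressor complex. Quantity: 1.35 nM GST-NR2E3. Buffer or medium: pH 7.5 Tris-based buffer. Reagent: biotinylated RetCOR corepressor at 7 nM final. Schedule: 5 h at 4 °C. Detection: TR-FRET, emission read at 617 and 671 nm. Replicates: one well per compound, singlicate testing.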
TRPM1 prom inh – MITF TRPM1 promoter inhibition in SK-MEL-5 cells. SK-MEL-5 TRPM1 promoter luciferase, 24 h. inhibition, % at 12.5 µM. hit rate 0.83% among 330,000. AID 488899;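 active = mean inhibition across replicates of 60% or more, whatever share of single replicates reaches that level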; note: values of inactives mirror those of a sister screen read the other way
* hit, by the source's call; . = not tested or not shown.

Values run as follows: HIF-2a inh	TRAIL sens C8	TROY NFkB inh	Peg3 promoter	KKLEB tox	Shn3 3UTR inh	CF NFkB inh	TWEAK Fn14 block	NR2E3 ag-1	NR2E3 ag-2	TRPM1 prom inh
> Cc1ccc(C(=O)Nc2ccccc2C(=O)N2CCCC(C)C2)cc1 (stereo not given)
    10	15	-19	12	-8	5	15	6	-76	14	-1
> COc1ccccc1CNCCS(=O)(=O)NCc1ccccc1
    5	-8	4	5	-14	7	4	1	7	.	-11
> Clc1cccc(CSc2nccn2-c2ccccc2)c1
    -2	-22	-21	12	-1	10	2	11	-18	0	4
> CC1CN(c2ncnc3c2cnn3-c2ccc(Cl)cc2)CC(C)O1 (stereo not given)
    -208	12	55*	-238	-4	-39	-13	50	-37	1	-63
> CCOc1ccc(N(CC(=O)Nc2c(C)cccc2C)S(=O)(=O)c2c(C)[nH]c(=O)[nH]c2=O)cc1
    13	-7	12	-8	-2	-3	27	80*	16	3	-1
> CCNC(=O)CSc1nc2sccc2c(=O)n1-c1ccccc1
    8	-15	-14	-2	5	-2	-36	3	-18	-1	10
> Cc1c(C)n(Cc2ccc(F)cc2)c2ccc(C(=O)NCCN3CCOCC3)cc12
    3	-8	-9	-9	0	4	3	-15	15	-3	2
> Cc1ccc(Nc2nc(CSc3nnnn3-c3ccccc3)cs2)cc1
    -39	1	38	-19	-5	-22	22	58*	-11	0	6
> O=C(O)C1C2C=CC(C2)C1C(=O)Nc1ccc2c(c1)OCCO2 (stereo not given)
    13	15	52*	-89	-5	31	6	65*	63	0	46
> COc1ccc(CNC(=O)[C@H](C)NC(=O)C2CC(=O)N(c3ccc4c(c3)OCO4)C2)cc1 (stereo not given in full)
    -13	-28	-19	-6	16	2	12	-8	-5	-2	-7
> Cc1cccc(C)c1OCC(=O)N=Nc1c(O)[nH]c2ccc(Br)cc12
    -36	13	2	10	-7	13	0	18	-4	1	4
> COC(=O)c1ccc(NC(=O)C2CCCN2C(=O)Nc2cccc(C(C)=O)c2)cc1 (stereo not given)
    11	5	5	2	-1	-5	-10	13	8	.	11
> Cc1ccccc1-n1ncc2c1CC(C)(C)CC2NC(=O)c1snnc1C (stereo not given)
    -30	3	-16	-31	0	6	5	3	-17	0	2
> O=C(Nc1ccccc1F)C1CCN(S(=O)(=O)c2cccc3nonc23)CC1
    10	-10	5	15	-5	-5	12	-3	-6	-2	11
> CO/N=C/C(C#N)c1ncc(C(F)(F)F)cc1Cl (stereo not given)
    -18	3	2	13	-5	-17	-1	-2	-15	1	12
> Cc1c(C(=O)N(C)CCc2cnn(C)c2)oc2c(F)cccc12
    -10	4	-6	-4	-5	4	-3	-27	-24	2	-6
> CN1CCN(C(=O)C23CCC(C)(c4nc5ccccc5nc42)C3(C)C)CC1 (stereo not given)
    12	-4	-6	15	-4	-8	-5	-9	2	1	0
> CN(NC(=O)c1ccccc1)c1nc2ccccc2nc1C(F)(F)F
    14	31	37	14	-9	-2	1	-13	-91	1	-2
> CCOc1ccc(S(=O)(=O)N2CCOCC2)cc1NC(=O)CSCC(=O)Nc1cccc(C)c1
    11	-6	-17	-8	23	-2	-26	2	-29	1	7
> O=C(COc1cccc(C(F)(F)F)c1)N1CCN(c2ccc(O)cc2)CC1
    9	12	7	30	2	13	1	0	18	-2	1
> CC1Cc2ccccc2N1C(=O)COC(=O)c1ccc(Cl)c(S(=O)(=O)N2CCOCC2)c1 (stereo not given)
    17	3	8	17	-1	0	14	8	-7	3	-6
> Cc1ccc(S(=O)(=O)NCC2(c3ccccc3)CCN(C)CC2)cc1
    9	-28	11	13	-2	11	2	7	0	.	5
> N#Cc1c(N)nc2c(c1N)CC(COc1ccccc1)O2 (stereo not given)
    -187	5	-9	-245	8	-62	-7	-10	-88	2	-82
> CCOC(=O)N1CCN(c2cc3[nH]c(=S)[nH]c3cc2F)CC1
    -7	4	12	17	2	-9	-4	-5	-4	3	-8
> O=C(Nc1ccc(NC(=S)NC(=O)c2ccccc2Cl)cc1)c1cccc(Cl)c1
    -19	-4	0	-23	3	-27	2	-12	8	0	-21
> Cc1[nH]c2ccc(-c3nnc(SCC(=O)c4ccccc4F)o3)cc2c1C
    -98	7	-16	-30	-26	-10	-17	-4	-18	0	-23
> Cc1ccc(Nc2nc(CSc3n[nH]c(N)n3)cs2)cc1
    -241	30	1	-231	-20	-76	14	-18	-104	-4	-81
> CCN(CC)CCCNC(=O)C(C)n1nc(C)c2sc3ccccc3c2c1=O (stereo not given)
    0	-5	-1	-28	-5	6	14	-12	-15	4	-6
> N#Cc1cnc(NOCc2ccc(Cl)cc2)nc1
    -6	1	-24	4	2	0	-24	11	-1	-1	-2
> C/C=C/C=N/Nc1nc(C)cc(=O)[nH]1
    17	0	5	17	12	3	-10	-7	-30	9	15
> O=C(COc1ccc(Cl)cc1Br)NCC(c1ccco1)N1CCCC1 (stereo not given)
    -89	-5	-26	-35	-16	-15	25	-11	-35	2	-19
> CC(C)C[C@H]1CN([C@@H](Cc2ccc(O)cc2)CN2CCCC2CN2C(=S)NC[C@@H]2Cc2ccccc2)C(=S)N1CC1CCCCC1 (stereo not given in full)
    12	-10	10	.	.	.	.	15	9	.	.
> COc1ccc(C(=O)Nc2cc(C)cc(C)c2)cc1S(=O)(=O)N1CCOCC1
    2	16	5	4	1	2	4	-9	-22	-4	-7
> CCOC(=O)c1c(-c2ccc(OC)cc2)csc1NC(=O)CSc1nnc(C)c(=O)[nH]1
    32	-2	13	24	4	-18	10	7	3	-1	-7
> COc1ccc(-c2csc(NC(=O)CS(=O)(=O)c3ccccc3)n2)c(OC)c1
    -29	-8	3	-12	-10	-5	-7	0	-17	.	.
> O=C(NCCCN1CCOCC1)c1nn2c(C(F)(F)F)cc(-c3ccco3)nc2c1Cl
    10	-14	5	3	-4	3	25	-2	-19	5	5
> O=C(CSc1nnc2sc3ccccc3n12)NCc1ccco1
    -11	9	0	-5	0	-14	8	4	-22	4	-9
> COc1cccc(-c2nc(CS(=O)(=O)CC(=O)NCCc3ccccc3)c(C)o2)c1
    4	-5	0	-1	8	4	-15	16	11	1	12
> COc1ccc(Cc2c(C3CCCCC3)nc3ccc(Br)cn23)c(C)c1
    -17	3	-20	-23	2	34	-1	2	-43	.	.
> CCOc1ccc(-n2c(=O)cc(N3CCN(c4ccccc4)CC3)[nH]c2=O)cc1
    -5	-1	-11	3	-6	6	12	5	0	-4	7

Three structures out of the list, ordered by molecular weight, highest first:
Values run as follows: HIF-2a inh	TRAIL sens C8	TROY NFkB inh	Peg3 promoter	KKLEB tox	Shn3 3UTR inh	CF NFkB inh	TWEAK Fn14 block	NR2E3 ag-1	NR2E3 ag-2	TRPM1 prom inh
> Cc1ccccc1-n1ncc2c1CC(C)(C)CC2NC(=O)c1snnc1C (stereo not given)
    -30	3	-16	-31	0	6	5	3	-17	0	2
> CCOC(=O)N1CCN(c2cc3[nH]c(=S)[nH]c3cc2F)CC1
    -7	4	12	17	2	-9	-4	-5	-4	3	-8
> N#Cc1c(N)nc2c(c1N)CC(COc1ccccc1)O2 (stereo not given)
    -187	5	-9	-245	8	-62	-7	-10	-88	2	-82

Going on with the list.
Values run as follows: HIF-2a inh	TRAIL sens C8	TROY NFkB inh	Peg3 promoter	KKLEB tox	Shn3 3UTR inh	CF NFkB inh	TWEAK Fn14 block	NR2E3 ag-1	NR2E3 ag-2	TRPM1 prom inh
> NS(=O)(=O)c1ccc(NC(=O)COC(=O)CCC2CCCCC2)cc1
    15	-6	1	15	0	7	1	0	13	-1	10
> CSc1ccc(CN(C)C(=O)CNC(=O)c2sc3ccccc3c2Cl)cc1
    -36	-9	7	-48	18	-3	-38	-19	-7	-2	-16
> Cc1csc2ncc(C(=O)Nc3ccc(C(F)(F)F)cc3)c(=O)n12
    -9	11	-4	-29	5	-5	-7	-8	-4	5	11
> CCc1ccc2[nH]c(=O)c(CN(CCN(C)C)C(=O)Nc3ccccc3OC)cc2c1
    13	-1	2	10	1	5	-15	21	3	0	-11
> O=C(Oc1cc2oc(=O)c3c(c2cc1Cl)CCCC3)c1ccco1
    -6	-6	19	0	10	-2	2	11	-17	0	8
> Cc1cc(NC(=O)CSc2nncn2N)no1
    4	-2	-18	3	-2	10	12	-4	-7	1	-4
> COc1ccc(-n2c(C)nnc2SCC(=O)NC2CC2)cc1
    4	0	-1	-12	-7	-5	-15	6	-12	0	-19
> CCOc1ccc(C2=CC(c3ccccc3)n3ncnc3N2)cc1 (stereo not given)
    -15	-3	-2	-31	10	-14	-13	-6	2	1	-19
> COc1ccc(OC)c(N2CC(O)(c3ccccc3)[N+]3=C2SCCC3)c1 (stereo not given)
    15	-4	-9	12	5	66	-4	-7	-27	0	7
> CCNc1nc(NCC)n2c(SCC(=O)Nc3ccc(F)cc3[N+](=O)[O-])nnc2n1
    9	13	9	14	6	-1	-11	18	-2	-1	4
> O=C(CN1C(=O)c2ccccc2C1=O)OCC(=O)N1CCN(c2ccccc2)CC1
    11	11	-11	-1	7	11	0	-15	-15	0	-1
> CCC(C)NC(=O)c1cn(CCOC)c(=O)c2c1c1ccccc1n2C (stereo not given)
    15	-22	5	-16	2	0	-5	9	-13	-1	4
> Cc1ccc(C)n1-c1ccccc1N1CCCCC1
    14	8	6	9	2	-10	14	0	-25	3	3
> COn1c(=O)c(-c2cccc(Br)c2)[n+]([O-])c2ccccc21
    -21	11	-10	17	3	1	-8	5	-19	2	18
> O=C(C[n+]1ccncc1)c1ccccc1
    9	0	13	22	0	-26	15	8	10	2	15

Screening results deposited in PubChem BioAssay by several laboratories.

These rows are one share of the data, so the mix of outcomes need not match the whole.
